FBW7 activator: FBW7 E3 ligase activators, primary screen, biochemical, AlphaScreen, human; 650,000 compounds, 0.13% hits; AID 1259310, 2017; F-box/WD repeat-containing protein 7 (Homo sapiens), Q969H0; AlphaScreen FBW7–phospho-cyclin E peptide binding, activator screen; normalized activity (activation), % at 26.1 µM; in the data active = normalized activity above about 1.9%;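 also: purified mutant Fbw7 with reduced substrate affinity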
Target sequence (Q969H0 whole entry, looked up): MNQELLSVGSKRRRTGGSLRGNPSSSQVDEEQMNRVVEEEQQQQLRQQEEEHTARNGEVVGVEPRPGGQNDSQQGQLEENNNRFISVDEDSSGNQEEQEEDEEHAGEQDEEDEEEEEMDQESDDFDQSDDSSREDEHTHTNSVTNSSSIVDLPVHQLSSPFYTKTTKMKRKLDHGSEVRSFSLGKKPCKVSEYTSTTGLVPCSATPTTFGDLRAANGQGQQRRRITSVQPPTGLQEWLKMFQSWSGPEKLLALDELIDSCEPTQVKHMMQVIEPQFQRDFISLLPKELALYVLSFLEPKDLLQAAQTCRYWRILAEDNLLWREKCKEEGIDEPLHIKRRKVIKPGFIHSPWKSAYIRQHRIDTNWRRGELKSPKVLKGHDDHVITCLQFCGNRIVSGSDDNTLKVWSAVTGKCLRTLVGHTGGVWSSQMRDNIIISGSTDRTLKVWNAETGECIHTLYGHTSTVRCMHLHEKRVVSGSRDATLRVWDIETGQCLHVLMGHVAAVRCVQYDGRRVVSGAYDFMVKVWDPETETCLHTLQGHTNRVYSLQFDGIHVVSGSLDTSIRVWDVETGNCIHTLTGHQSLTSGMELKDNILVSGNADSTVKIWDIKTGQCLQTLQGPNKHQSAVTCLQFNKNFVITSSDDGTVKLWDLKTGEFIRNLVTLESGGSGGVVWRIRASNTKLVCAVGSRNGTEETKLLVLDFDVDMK
MITF primary: MITF inhibitors, primary screen, biochemical, AlphaScreen, human | AlphaScreen MITF homodimerization, bead proximity signal | inhibition, % at 2.6 µM | 650,000 compounds, 0.91% hits | AID 1259374, 2018; in the data active = inhibition above about 50%;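 also: 0% = vehicle wells with protein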
GPR151 activ: activators of human GPR151, primary screen, cell-based, PathHunter beta-arrestin, luminescence | G-protein coupled receptor 151 (Homo sapiens), Q8TDV0 | PathHunter beta-arrestin GPR151 cells | activation, % at 11.2 µM | 650,000 compounds, 1% hits | AID 1508602, 2020; in the data active = activation above about 4.9%;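 also: 0% = median of compound wells and 100% = cells with positive control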
TEAD-YAP block: TEAD-YAP interaction inhibition, primary screen, TEAD-YAP interaction inhibitor project, luminescence, HEK-TIYL cells | 640,000 compounds, 1.4% hits | TEAD-Gal4/YAP UAS-luciferase luminescence | AID 1259422, 2018 | inhibition, % at 9.12 µM; in the data active = inhibition above about 32%;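 also: 0% = median of test compound wells and 100% = reference inhibitor wells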
Starred values were filed as active, the others as inactive; & = joins results of further samples.

(1) CCOc1cc(C2C(C#N)=C(N)Oc3n[nH]c(-c4ccc(Br)cc4)c32)ccc1OC(=O)c1cccs1 (centres undefined)
(2) O=C1NN(c2ccc(F)c(Cl)c2)C(=O)/C1=C\C=C\c1ccco1
(3) COC(=O)c1ccc2c(=O)n(Nc3nc4ccccc4s3)c(=S)[nH]c2c1
(4) CN1CCN(NC(=O)c2ccc(Br)cc2)CC1
(5) CN(C(=O)c1cc(COc2ccc(F)cc2Cl)on1)C1CCOC1 (centres undefined)
(6) COc1ccc(C(=O)Nc2nnc(CCS(=O)(=O)c3ccc(C)cc3)s2)cc1OC
(7) Cc1nn(-c2ccc(F)cc2)c(Cl)c1C(=O)OCC#N
(8) O=S(=O)(c1ccc2ccccc2c1)N1CCN(C2CCCC2)CC1
screen / no. | 1 | 2 | 3 | 4 | 5 | 6 | 7 | 8
TEAD-YAP block | 9 | -4 | -3 | 10 | -8 | -10 | 2 | -4
GPR151 activ | 0.9 | -0.2 | 0.9 | 1.0 | 0.5 | 3.6 | 0.7 | -0.5
MITF primary | -4 | 7 | 3 | -6 | -4 | -6 | 5 | 12
FBW7 activator | -0.6 | -0.1 | -0.3 | 0.0 | 0.6 | 0.0 | 0.1 | 0.1

(9) COCCCn1c(=O)[nH]c2ncc(-c3ccc(C(=O)N4CCOCC4)cc3)nc21
(10) CC(C)CC(=O)NC(c1cccc([N+](=O)[O-])c1)c1c(O)ccc2ccccc12 (centres undefined)
(11) NC(=O)c1ccc(-c2nc(NCCCN3CCCC3=O)c3[nH]cnc3n2)cc1
(12) O=C(NCc1ccccc1)c1cccc(-c2cccs2)c1
(13) COc1cc(NC(=O)COc2cccc3ccccc23)ccc1NC(=O)C(C)C
(14) O=C(Nc1ccccc1C(=O)O)c1ccc(NC(=O)C2CCCO2)cc1 (centres undefined)
(15) COc1ccc2c(c1)OC1(C)CC2C(S(=O)(=O)c2ccc(Cl)cc2)C(=O)N1 (centres undefined)
(16) COc1ccc2cc(C(=O)Nc3ccc(C)cc3)c(=O)oc2c1
screen / no. | 9 | 10 | 11 | 12 | 13 | 14 | 15 | 16
TEAD-YAP block | 7 | -2 | 3 | 4 | 4 | 6 | -1 | -24
GPR151 activ | 0.1 | -1.3 | -0.5 | -1.1 | 0.4 | 0.1 | -0.6 | -0.5
MITF primary | -19 | -4 | 6 | 29 | -5 | 8 | 1 | 3
FBW7 activator | -0.4 | 0.0 | 0.9 | -0.2 | -0.2 | 0.1 | 0.0 | 0.0

(17) O=C1CCCC2=C1C(c1ccc(O)c(Br)c1)C1=C(CCCC1=O)O2
(18) CCCC(=O)NC(c1ccc(OC)cc1)c1c(O)ccc2ccccc12 (centres undefined)
(19) COC(=O)/C(C#N)=C/c1c(Oc2ccc(C)cc2)nc2ccccn2c1=O
(20) c1ccc(Cn2c(SCCN3CCCC3)nnc2-c2cccnc2)cc1
(21) Cc1ccc(NC(=O)CN2CCN(C(=O)c3ccco3)CC2)cc1F
(22) CCC[C@@H]1NC(=O)[C@H]2CN(Cc3cccc4ncccc34)CCN2C1=O
(23) CCCCC(=O)Nc1ccc(NC(=O)C(C)C)nc1
(24) CC(=O)N1CCN(c2ccc(F)cc2)CC1
screen / no. | 17 | 18 | 19 | 20 | 21 | 22 | 23 | 24
TEAD-YAP block | 45* | 44* | 1 | 2 | 24 | 6 | 3 | 0
GPR151 activ | 0.1 | 0.1 | 0.2 | -0.7 | -0.2 | -0.5 | -0.7 | 0.6
MITF primary | 17 | -15 | 19 | -4 | 12 | 10 | 43 | 9
FBW7 activator | 0.3 | -0.2 | 0.1 | 0.3 | 0.0 | 0.1 | -0.3 | 0.0

Next section; the last 2 above are carried over.
(23) CCCCC(=O)Nc1ccc(NC(=O)C(C)C)nc1
(24) CC(=O)N1CCN(c2ccc(F)cc2)CC1
(25) CC1CCN(CCCNC(=O)CC2Nc3ccccc3NC2=O)CC1 (centres undefined)
(26) CCOc1cc(C=O)cc(I)c1OCC(=O)c1ccccc1
(27) Cc1ccccc1N1C(=O)CN(C(=O)c2noc3c2CCCC3)CC1C (centres undefined)
(28) CN(C)CCNC(=O)c1ccc(-c2cnn3c(NCCc4ccccn4)ccnc23)cc1
(29) c1cncc(CNc2nc(N3CCC(N4CCOCC4)CC3)nc3c2ncn3-c2ccsc2)c1
(30) O=C(NCc1ccc(F)cc1)c1cc2c(s1)CSC2
(31) COCC(C)n1c(C)cc(C(=O)COC(=O)c2ccc(C=O)cc2)c1C (centres undefined)
(32) CCC(C)NC(=O)CC(NS(=O)(=O)c1ccc(Cl)cc1)c1ccco1 (centres undefined)
screen / no. | 23 | 24 | 25 | 26 | 27 | 28 | 29 | 30 | 31 | 32
TEAD-YAP block | 3 | 0 | -2 | -7 | 4 | 14 | 9 | -8 | 27 | -18
GPR151 activ | -0.7 | 0.6 | 0.2 | 0.5 | 0.4 | 0.1 | -0.4 | 1.3 | -2.2 | -0.1
MITF primary | 43 | 9 | 6 | -26 | 8 | -5 | 9 | 4 | 18 | 6
FBW7 activator | -0.3 | 0.0 | -0.2 | -0.2 | 0.0 | 0.1 | -0.4 | 0.1 | 0.2 | -0.2

(33) COc1cc2c(cc1NC(=O)CCCN1C(=O)CCC1=O)oc1ccccc12
(34) CCOc1ccc(OCC)c(Nc2ccc(C(=O)O)cn2)c1
(35) Cc1cc(N(C)C)nc(NCCNC(=O)Nc2ccccc2Cl)n1
(36) Oc1cccc(/C=N/N=C(/c2ccc(Cl)cc2)C23CN4CN(CN(C4)C2)C3)c1
(37) COc1ccc2cc(C)c3nn(Cc4ccncc4)c(=O)n3c2c1
(38) Cc1cccc2cc(C#N)c(NCCNC(=O)c3cccnc3)nc12
(39) COc1cc([N+](=O)[O-])ccc1-c1ccc(/C=N\Nc2ccc([N+](=O)[O-])cn2)o1
(40) C=CCn1c(N2CCCCCC2)nc2c1c(=O)n(C)c(=O)n2C
screen / no. | 33 | 34 | 35 | 36 | 37 | 38 | 39 | 40
TEAD-YAP block | -43 | -5 | 26 | 1 | -5 | -6 | 6 | -5
GPR151 activ | 1.3 | -1.1 | -1.6 | 0.3 | -0.7 | -0.2 | -1.3 | -0.9
MITF primary | 14 | -2 | 12 | -1 | 13 | -13 | 8 | -11
FBW7 activator | 0.1 | 0.1 | -0.2 | 0.0 | 0.0 | 0.0 | 0.0 | -0.4

The final 4 compounds of the section before lead into the next:
(37) COc1ccc2cc(C)c3nn(Cc4ccncc4)c(=O)n3c2c1
(38) Cc1cccc2cc(C#N)c(NCCNC(=O)c3cccnc3)nc12
(39) COc1cc([N+](=O)[O-])ccc1-c1ccc(/C=N\Nc2ccc([N+](=O)[O-])cn2)o1
(40) C=CCn1c(N2CCCCCC2)nc2c1c(=O)n(C)c(=O)n2C
(41) Cc1ccccc1NC(=O)C1(N(Cc2ccco2)C(=O)Cn2nnnc2N)CCCCC1
(42) CC(=Nc1ccc(Br)cc1C#N)N(C)C
(43) COc1cccc(S(=O)(=O)NCc2ccco2)c1
(44) O=[N+]([O-])c1ccc2c(c1)n1cnnc1c1nncn21
(45) COc1ccc2cc(C)c3nn(CC(=O)NC4CCCCC4)c(=O)n3c2c1
(46) Nc1cccc(-c2cnc3ccc(NCc4ccc5c(c4)OCO5)nn23)c1
(47) Cc1ccccc1Cc1c(C)nc2c(C(=O)NCc3ccccc3Cl)cnn2c1C
(48) CC1=CC2=NC(=O)/C(=C\c3ccc(OCC(C)C)cc3)C(=N)N2O1
screen / no. | 37 | 38 | 39 | 40 | 41 | 42 | 43 | 44 | 45 | 46 | 47 | 48
TEAD-YAP block | -5 | -6 | 6 | -5 | 3 | 3 | 7 | -3 | 0 | 0 | -3 | 5
GPR151 activ | -0.7 | -0.2 | -1.3 | -0.9 | -1.6 | 0.8 | -0.4 | -0.8 | 1.3 | 1.8 | 0.4 | 1.6
MITF primary | 13 | -13 | 8 | -11 | 14 | 9 | 14 | 12 | 10 | 0 | 1 | -4
FBW7 activator | 0.0 | 0.0 | 0.0 | -0.4 | 0.0 | 0.0 | 0.5 | -0.1 | 0.0 | 0.1 | 0.0 | 0.2

(49) CCOc1cc(/C=C2\N=C(c3ccc(Br)cc3)OC2=O)cc(Br)c1OC(C)=O
(50) O=C(CSCCc1ccncc1)Nc1nccs1
(51) C=CCSc1nnc2sc3ccccc3n12
(52) CCOc1ccc(-n2cc(-c3ccccc3)c3c(N4CCN(Cc5ccccc5)CC4)ncnc32)cc1
(53) CCOC(=O)C1=C(C)NC(=O)NC1c1ccc(OCC(=O)N2CCOCC2)c(OC)c1 (centres undefined)
(54) COC(=O)c1cc(S(=O)(=O)Nc2ccc(C(C)=O)cc2)ccc1Cl
(55) C=C(C)CSc1nc(N2CCOCC2)c2c(c1C#N)CC(C)(C)OC2
(56) CCNc1cc(Nc2ccc(NC(C)=O)cc2)ncn1
screen / no. | 49 | 50 | 51 | 52 | 53 | 54 | 55 | 56
TEAD-YAP block | -9 | 1 | 8 | -1 | 12 | 2 | -26 | 16
GPR151 activ | -1.2 | 0.1 | -1.1 | -1.3 | 1.1 | -0.4 | 1.3 | 3.2
MITF primary | -8 | 6 | 7 | 4 | -4 | -2 | -6 | 3
FBW7 activator | 0.0 | -0.3 | 0.0 | -0.1 | 0.1 | -0.1 | 0.0 | 0.0

(57) CC1=CC(=NS(=O)(=O)c2ccc([N+](=O)[O-])cc2)C=C(C)C1=O
(58) C[C@H]1C(=O)N2CCN(C(=O)c3cccc(Cl)c3)C[C@@H]2C(=O)N1C
(59) CN(C)CCC(c1ccccc1)c1ccccn1 (centres undefined)
(60) COCCn1c(SCC(N)=O)nnc1-c1ccccc1
(61) Cc1cc2nc(/N=C(\N)NC(=O)Cc3ccccc3)nc(C)c2cc1C
(62) Cc1ccc2[nH]c(=O)c(CN(CCCN3CCOCC3)C(=O)NCc3ccccc3)cc2c1
(63) Cc1cc(=O)oc2cc(OC(=O)[C@H](C(C)C)N3C(=O)c4ccccc4C3=O)ccc12
(64) CC(C)Oc1cccc(C(=O)C2CCCN(C(=O)Cn3cnc4ccccc4c3=O)C2)c1 (centres undefined)
screen / no. | 57 | 58 | 59 | 60 | 61 | 62 | 63 | 64
TEAD-YAP block | -2 | 2 | 5&12 | 2 | -16 | 6 | 1 | 0
GPR151 activ | -0.9 | -0.8 | -0.9&0.8&-0.6 | -0.5 | 1.1 | 1.1 | 0.8 | 1.6
MITF primary | 0 | -11 | 5&-27&13 | 5 | -12 | 1 | 2 | 3
FBW7 activator | -0.1 | 0.3 | 0.0&0.0&0.0 | 0.0 | 0.0 | -0.2 | 0.0 | 0.0

(65) COc1ccc(N(C(=O)c2ccc(-n3cnnn3)cc2)C2(C(=O)Nc3ccccc3C)CCCCC2)cc1
(66) COc1cccc(-c2csc(/C(C#N)=C\Nc3ccc([N+](=O)[O-])cc3)n2)c1
(67) CN(C)c1ccc(C2OC(=O)C3(CCCC3)C(=O)C2(C)C)cc1 (centres undefined)
(68) COc1nc(Nc2ccc(N3CCOCC3)cc2)nc(-c2cccc(C(C)=O)c2)n1
(69) CN1CCN(S(=O)(=O)c2cccc3nonc23)CC1
(70) Nc1nonc1-n1nnc(C(=O)N/N=C/c2ccc(O)cc2)c1-c1ccccc1
(71) COc1ccc(-n2ncc3c(NCCc4ccc(Cl)cc4)ncnc32)cc1
(72) O=C(Oc1ccc2c3c(c(=O)oc2c1)CCCC3)C(c1ccccc1)c1ccccc1
screen / no. | 65 | 66 | 67 | 68 | 69 | 70 | 71 | 72
TEAD-YAP block | 7 | 12 | 2 | 9 | 5 | -5 | 9 | 5
GPR151 activ | 0.2 | 0.5 | 0.9 | 0.3 | 1.4 | -1.9 | 0.5 | -1.1
MITF primary | -8 | -12 | 10 | 1 | 6 | 7 | -5 | 6
FBW7 activator | 0.1 | 0.0 | 0.1 | -0.2 | 0.1 | 0.8 | 0.1 | 0.0

(73) O=C(COc1ccc([N+](=O)[O-])cc1)Nc1cccc(NC(=O)c2ccccc2)c1
(74) Cc1ccc(C)n1-c1ccc(N)cc1
(75) COc1ccc(N(Cc2nnc3n2CCCCC3)C(=O)Nc2cccc(Cl)c2)c(OC)c1
(76) CC1(C)CC(=O)C2=C(C1)OC(N)=C(C#N)C2c1ccc(F)cc1 (centres undefined)
(77) O=[N+]([O-])c1ccccc1S(=O)(=O)NCc1ccco1
(78) Cc1c([N+](=O)[O-])cc(C(=O)NNc2ccccc2)cc1[N+](=O)[O-]
(79) O=C(Cn1c(=O)oc2ccccc21)NCc1ccccc1Cl
(80) CCOCCCNC(=O)COc1ccc(S(=O)(=O)NC(C)c2ccccc2)cc1 (centres undefined)
screen / no. | 73 | 74 | 75 | 76 | 77 | 78 | 79 | 80
TEAD-YAP block | 0 | 2 | -6 | 10 | -23 | 10 | -17 | -1
GPR151 activ | 1.6 | 0.8 | 0.6 | -0.2 | 7.1* | 2.6 | -0.1 | -2.2
MITF primary | 3 | -2 | 3 | 9 | 14 | -1 | 4 | -10
FBW7 activator | 0.1 | -0.1 | -0.1 | 0.1 | 0.5 | 0.0 | 0.5 | -0.2
